Bioassay records (PubChem)
LYPLA1 inh: blocks human lysophospholipase 1, a PME1 counter-screen; recombinant LYPLA1, FP-Rh probe fluorescence polarization; inhibition, % at 5.9 µM; 320,000 tested, 0.16% active; O75608;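 active means inhibition above the mean of all tested compounds plus 3 SD, set per campaign, cut at about 14% in these data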;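 further: inhibitors block serine hydrolase probe labeling of LYPLA1 so polarization falls; 0% = enzyme with DMSO and 100% = wells lacking LYPLA1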
Target sequence (O75608 whole entry, looked up): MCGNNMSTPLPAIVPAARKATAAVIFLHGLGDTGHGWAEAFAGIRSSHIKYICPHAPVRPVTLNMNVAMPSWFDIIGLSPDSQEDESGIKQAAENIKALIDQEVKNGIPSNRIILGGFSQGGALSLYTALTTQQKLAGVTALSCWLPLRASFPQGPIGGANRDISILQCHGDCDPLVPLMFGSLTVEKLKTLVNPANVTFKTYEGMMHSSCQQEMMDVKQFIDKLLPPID
PREPL inhibitor: human PREPL enzyme inhibition; Q4J6C6; recombinant PREPL, fluorescence polarization activity-based probe; inhibition, % at 5.96 µM; 320,000 tested, 0.68% active; in the data active means inhibition above about 43%;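 further: 0% = enzyme with DMSO and 100% = wells lacking enzyme; many of its hits are not listed in these tables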
PAFAH2 inh: inhibitors of human PAFAH2. AID 492956. 340,000 tested, 0.99% active. recombinant PAFAH2, FP-rhodamine activity probe, fluorescence polarization. Q99487. inhibition, % at 3.39 µM;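 active means inhibition above the mean over all tested compounds plus 3 SD, cut at about 30% in these data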;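 further: inhibitors block probe labeling of enzyme so polarization drops; 0% = enzyme with DMSO and 100% = wells lacking PAFAH2 protein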
LYPLA2 counter: counter-screen for PME1 inhibitors: inhibitors of human LYPLA2. AID 2177. inhibition, % at 5.9 µM. O95372. 320,000 tested, 0.38% active. recombinant LYPLA2, FP-Rh probe fluorescence polarization;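 active means inhibition above the screen-wide mean plus 3 SD, limit set per campaign, cut at about 26% in these data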;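 further: 0% = LYPLA2 with DMSO and 100% = wells lacking LYPLA2 enzyme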
PAFAH1B3 inh: PAFAH1B3 (human) inhibition | Q15102 | recombinant PAFAH1B3, FP-rhodamine probe, fluorescence polarization | 340,000 tested, 0.28% active | inhibition, % at 3.39 µM;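 active means inhibition above the screen-wide average of all tested compounds plus 3 SD, cut at about 25% in these data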;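 further: 0% = enzyme with DMSO only and 100% = wells lacking PAFAH1B3 protein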
Target sequence (Q15102 whole entry, looked up): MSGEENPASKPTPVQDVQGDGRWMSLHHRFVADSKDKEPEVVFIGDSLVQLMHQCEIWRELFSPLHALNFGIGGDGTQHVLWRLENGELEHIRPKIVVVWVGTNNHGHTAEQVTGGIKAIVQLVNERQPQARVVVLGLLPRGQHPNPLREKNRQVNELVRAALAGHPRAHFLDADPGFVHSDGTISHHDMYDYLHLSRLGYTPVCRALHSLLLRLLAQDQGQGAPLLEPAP
PAFAH1B2 inh: blocks human PAF acetylhydrolase 1b catalytic subunit 2; recombinant PAFAH1B2, FP-rhodamine activity probe, fluorescence polarization; inhibition, % at 3.39 µM; 340,000 tested, 1.2% active; AID 492953;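 active means inhibition above the mean of all tested compounds plus 3 SD, cut at about 24% in these data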;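 further: 0% = enzyme with DMSO and 100% = wells lacking PAFAH1B2; many of its hits are not listed in these tables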
Target sequence (P68402 whole entry, looked up): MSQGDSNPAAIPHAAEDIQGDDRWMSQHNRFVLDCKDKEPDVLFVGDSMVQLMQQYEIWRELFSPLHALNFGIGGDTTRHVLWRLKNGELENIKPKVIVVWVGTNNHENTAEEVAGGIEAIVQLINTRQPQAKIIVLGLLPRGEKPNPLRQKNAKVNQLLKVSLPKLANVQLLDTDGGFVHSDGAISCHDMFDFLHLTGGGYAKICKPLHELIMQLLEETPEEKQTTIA
EBNA-1 inh: blocks EBNA-1 binding to DNA | inhibition, % at 14.8 µM | EBNA-1 DNA binding, fluorescence polarization | AID 1950 | 300,000 tested, 0.34% active; in the data active means inhibition above about 28%
pPAFAH FP inh: pPAFAH (human) enzyme inhibition; AID 463082; recombinant pPAFAH, FP-rhodamine probe fluorescence polarization; 330,000 tested, 1.5% active; Q13093; inhibition, % at 3.39 µM;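 active means inhibition above the mean inhibition across the screen plus 3 SD, cut at about 25% in these data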;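 further: inhibitors block binding of the rhodamine activity-based probe so polarization drops; 0% = enzyme with DMSO and 100% = wells lacking pPAFAH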
ZTA counter: ZTA (EBV) inhibition in EBNA-1 counter-screen | inhibition, % at 11 µM | 320,000 tested, 0.15% active | ZTA-DNA binding, fluorescence polarization; in the data active means inhibition above about 33%
Target sequence (P03206 whole entry, looked up): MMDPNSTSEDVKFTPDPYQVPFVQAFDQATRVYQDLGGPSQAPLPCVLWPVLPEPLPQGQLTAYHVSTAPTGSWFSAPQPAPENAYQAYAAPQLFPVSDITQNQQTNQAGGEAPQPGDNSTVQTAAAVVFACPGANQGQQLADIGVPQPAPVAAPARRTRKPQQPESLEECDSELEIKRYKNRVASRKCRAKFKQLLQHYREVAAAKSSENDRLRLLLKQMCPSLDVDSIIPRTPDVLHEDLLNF
The depositor's hits bear a star; x = not tested or not shown.

SMILES	LYPLA1 inh	PREPL inhibitor	PAFAH2 inh	LYPLA2 counter	PAFAH1B3 inh	PAFAH1B2 inh	EBNA-1 inh	pPAFAH FP inh	ZTA counter
CSc1nc(SCC(=O)NC(c2ccccc2)c2ccccc2)c2c3c(sc2n1)CN(C)CC3	-2	22	3	-15	2	1	-17	11	8
CCc1sc(C(=O)NCCc2ccc(S(N)(=O)=O)cc2)cc1C	1	-4	8	1	19	12	-4	7	-5
CCOc1ccc(-c2c(C(=O)N/N=C/c3ccc(C)o3)nnn2-c2nonc2N)cc1	-3	16	0	4	-7	-5	-2	2	3
COc1cc2c(cc1OC)C1(CCCCC1)CN(C)C2	1	-2	-1	7	4	3	-1	3	-9
Cc1ccc(OCC(=O)NNC(=O)CCC(=O)NCc2ccccc2)cc1	-3	5	2	-7	2	1	6	5	10
COc1ccccc1C1/C(=C(/O)c2ccc(C)cc2)C(=O)C(=O)N1Cc1ccco1 (centres undefined)	4	-12	6	-4	-1	2	10	5	12
CCOc1ccc(Cl)cc1CNCCCSc1nc(C)cc(C)n1	-3	-4	0	-8	12	-5	2	1	2
Cn1c(-c2ccc(Cl)nc2)nc2ccccc21	1	-3	-5	0	6	4	0	1	3
CN1CCN(/C=N/c2sc3c(c2C#N)CCCCC3)CC1	2	6	-5	1	8	3	5	6	-3
Cc1cc(N2CCCC(C(=O)Nc3ccc4c(c3)CCC4)C2)n2ncnc2n1 (centres undefined)	-1	-3	-1	8	-7	1	1	3	6
CCN(CC)CCNc1nc2c(c(=O)n(C)c(=O)n2C)n1C/C=C(/C)Cl	0	0	-7	-3	5	3	-15	0	0
CC(C)(C)NC(=O)NC(=O)CN1CCN(S(=O)(=O)c2ccccc2)CC1	2	9	9	2	5	10	-2	0	9
COc1ccc(NC(=S)Nc2cc(C)[nH]n2)cc1Cl	1	2	6	1	-2	-1	-7	1	-3
CSc1ccccc1C(=O)N(C)Cc1ccccc1	1	3	5	2	16	6	3	6	-1
COc1ccc(CC(=O)n2c(CC#N)nc3ccccc32)cc1OC	4	5	0	-3	5	2	0	4	-14
COC(=O)c1cc(NC(=O)CN(c2ccccc2OC)S(=O)(=O)c2ccccc2)ccc1Cl	-18	-7	-7	-32	-1	-9	-8	-7	-1
Nc1nc(Nc2ccccc2)nc(NC2CCCCC2)c1[N+](=O)[O-]	-12	-4	4	-31	5	-1	-8	4	7
CCCn1c(CN2CCN(C(=O)OCC)CC2)nc2cc(NC(C)=O)ccc21	-2	0	5	8	4	0	-12	-2	-7
Cc1ccnc(NS(=O)(=O)c2ccc(NC(=O)c3cc(=O)c4ccccc4o3)cc2)n1	-7	6	3	-4	9	2	-7	5	-3
CCc1cccc(NC(=S)N(CCN(C)C)C2CCN(C(C)C)CC2)c1	-5	4	-6	-8	-7	3	1	6	-6
COC(=O)[C@H](Cc1ccccc1)NC(=O)N1CC(C)OC(C)C1 (some centres undefined)	4	4	-10	7	6	1	-1	12	2
CCCCN1C(N)=NC[C@@H]1CCCCN	1	0	4	-3	-8	3	9	0	9
CN1C(=O)c2ccccc2NC(=O)[C@]12O[C@@H]2c1cccc(O)c1	-2	14	6	-10	3	5	-5	5	8
C=CCN1C(=O)C2(c3ccccc31)C1CCCC=C1C(C#N)=C(N)C2(C#N)C#N (centres undefined)	2	-3	0	0	8	1	17	-3	4
CCOc1ccc(C(C)NC(=O)c2ccc3c(c2)NC(=O)C(C)S3)cc1OCC (centres undefined)	0	-1	-4	3	2	2	x	1	9
(next part)
SMILES	LYPLA1 inh	PREPL inhibitor	PAFAH2 inh	LYPLA2 counter	PAFAH1B3 inh	PAFAH1B2 inh	EBNA-1 inh	pPAFAH FP inh	ZTA counter
CCOC(=O)C1=C(C)N=c2s/c(=C\c3ccc(O)c([N+](=O)[O-])c3)c(=O)n2C1c1ccccc1OC (centres undefined)	2	29	36*	0	20	15	7	23	13
CC(C)c1ccccc1NC(=O)COC(=O)Cc1cccc(C(F)(F)F)c1	1	-7	11	-4	17	0	-14	7	2
CC(Oc1ccccc1)C(=O)Nc1cccc(-c2nc3ccccc3[nH]2)c1 (centres undefined)	-39	-61	-23	-45	-10	-10	-6	-15	-6
CCOc1ccccc1/C=N/OCC(=O)NCc1ccc(F)cc1	0	13	1	-3	5	10	1	3	-17
COC(=O)c1ccc(COc2ccccc2OC)o1	4	-1	-6	-1	4	3	6	6	4
O=C(Oc1ccc2c(c1)O/C(=C\c1ccncc1)C2=O)c1ccccc1	-2	4	1	10	5	-5	2	0	0
c1ccc(CCc2nn3c(-c4ccncc4)nnc3s2)cc1	1	16	1	0	4	0	14	-1	17
NC(=O)c1ccsc1NC(=O)COC(=O)c1ccc([N+](=O)[O-])o1	2	21	-1	-1	6	-1	x	5	2
O/N=C\c1cccn1-c1ccc(Br)cc1	-3	-8	0	2	-6	18	1	11	14
O=C(NCc1ccco1)c1cc(S(=O)(=O)NC2CC2)ccc1Br	x	-4	5	x	2	6	x	0	x
CC1=CC(C)(C)NC(=S)N1c1ccc(C)cc1	-2	-4	8	4	10	2	-4	4	-6
Cc1ccc(S(=O)(=O)N2C[C@@H]3CCCC[C@@H]3[C@@H](C)[C@H]2c2cn(Cc3ccccc3)c3ccc(F)cc23)cc1	x	x	0	x	-3	4	x	1	x
CCOC(=O)c1nnn(-c2nonc2OC)c1-c1ccccc1	-2	-7	-4	-8	8	0	-15	0	1
COc1ccc2c(=O)cc(C(=O)O)oc2c1	0	5	6	-5	7	10	-14	-4	4
Cc1cc(C)c(NC(=O)CSc2nc(COc3ccccc3)nc3ccccc23)c(C)c1	-4	0	-2	-4	-3	-2	-26	0	-15
COc1ccc(CCNC(=O)c2cc([N+](=O)[O-])ccc2N2CCOCC2)cc1	1	6	3	0	11	10	-1	-4	-22
CCc1nnc(SCc2ccc(OC(C)C)cc2)n1N	0	-8	-12	-6	7	0	2	-1	-5
COCCn1c(=S)[nH]c2cc(C(=O)N3CC(C)CC(C)C3)ccc2c1=O (centres undefined)	-1	-11	7	8	-2	9	-21	-1	-12
CCc1cc(C(=O)OC)c(NC(=O)CC2SC(N)=NC2=O)s1 (centres undefined)	-7	-6	1	-4	4	-1	-6	2	10
CC(C)c1onc(C(=O)NCCc2ccccc2)c1[N+](=O)[O-]	3	-7	-1	3	-2	3	2	2	9
c1csc(-c2csc(-c3cccs3)n2)c1	3	-5	2	6	5	0	-7	4	-10
Cc1ccnc(NC(=O)C2CCN(S(=O)(=O)c3ccc4c(c3)CC(C)N4C(=O)C3CCC3)CC2)c1 (centres undefined)	6	-4	3	7	8	-5	3	-1	13
C=CCc1ccc(OC)c(OC)c1	-1	4	8	4	13	1	6	0	3
CN(C)C(CNC(=O)c1ccc(NS(=O)(=O)c2cccc([N+](=O)[O-])c2)cc1)c1ccco1 (centres undefined)	-5	8	6	2	3	4	0	9	-4
Cc1cc(Br)c2[nH]cc(CCNC(=O)c3ccco3)c2c1	-3	7	11	-1	5	2	-4	10	-9
New compounds follow
SMILES	LYPLA1 inh	PREPL inhibitor	PAFAH2 inh	LYPLA2 counter	PAFAH1B3 inh	PAFAH1B2 inh	EBNA-1 inh	pPAFAH FP inh	ZTA counter
N#Cc1c2c(c(-n3cnc4ccccc43)n3c1nc1ccccc13)CCC2	3	12	-5	2	8	2	-12	9	3
O=C(NC1CCN(S(=O)(=O)c2ccc(Cl)cc2)CC1)c1cccnc1	-2	9	4	4	7	16	-11	-3	3
Cc1csc(SCC(=O)NCc2cccc(Cl)c2)n1	1	11	-4	1	7	4	-1	1	-4
CCc1cccc(NC(=O)C2CCCN(c3cnccn3)C2)c1 (centres undefined)	0	-4	13	-1	6	8	-3	4	2
COc1ccc(-c2c(C)nn3c(N)c(-c4ccccc4)cnc23)cc1OC	-1	27	-6	4	11	-3	13	11	7
COc1ccc(CCNS(=O)(=O)c2cn(C)cn2)cc1OC	3	-5	-7	3	2	5	9	-1	-7
C[C@H](NC(=O)c1nc[nH]c1C(=O)N[C@@H](Cc1ccccc1)C(=O)OCc1ccccc1)c1ccccc1	-18	-30	-14	-24	-6	-7	-2	-2	-15
CC(C)(C)C1CCc2onc(C(=O)Nc3cccc(O)c3)c2C1 (centres undefined)	-1	2	-7	4	3	2	-3	2	-2
COC(=O)NC1(C(F)(F)F)NC(=O)N(C2CCCCC2)C1=O (centres undefined)	0	-3	-6	4	7	4	3	5	-2
O=[N+]([O-])c1ccc(Sc2ncc3ccccn23)nc1	-1	3	4	0	7	3	7	-1	9
COc1ccc(OC)c(N(CC(=O)NCCSc2ccccc2)S(C)(=O)=O)c1	4	11	-3	5	2	6	9	3	17
O=C(COC(=O)c1cc([N+](=O)[O-])ccc1NCCO)Nc1cccnc1Cl	x	3	8	x	6	9	x	-1	x
CCCCc1cc2c(c(NC(C)=O)n1)c(=O)oc1ccccc12	1	3	x	6	x	x	15	6	18
CNC[C@H]1Oc2c(NS(=O)(=O)c3ccc(F)cc3)cccc2C(=O)N([C@H](C)CO)C[C@@H]1C	x	4	-1	x	8	-8	x	3	x
O=C(Cn1cc([N+](=O)[O-])ccc1=O)N1CCCc2ccccc21	-1	11	6	10	-3	3	-11	-1	-20
COc1ccccc1C(=O)NC(=S)Nc1ccc(N2CCCC2)cc1	2	11	8	4	2	2	2	11	-22
CCC(=O)N1CCCc2ccccc21	-1	3	-4	-1	-2	6	4	-3	3
O=C1CCC/C=C\C[C@@H](CC(=O)N(CCO)Cc2ccccc2)C(=O)N[C@H](Cc2c[nH]c3ccccc23)CO1	x	25	10	x	5	5	x	-4	x
O=C(O)/C=C/C(=O)NNC(=O)c1cc(-c2ccccc2)n[nH]1	-12	4	11	-8	4	12	-7	-1	0
Cc1ccc(NC(=O)c2cnccn2)c(OC(F)F)c1	-1	4	-6	0	5	-1	-1	3	1
O=C(NCCCN1CCOCC1)c1cc2c([nH]c3ccccc32)c(-c2cccc(Br)c2)n1	-19	5	-9	-21	-4	-3	5	2	16
COc1ccc(CCNC(=O)c2ccncc2)cc1OC	1	4	5	3	2	4	5	-4	0
CN(C)c1ccc(Cl)cc1N	0	4	6	-2	-4	7	-4	3	5
CC(C)(C)[C@@H]1C=C(C(=O)N2CCOCC2)O[C@H](OCc2ccc(CO)cc2)C1	2	0	3	10	8	6	11	-2	-1
Cc1c(Cl)cccc1NC(=O)Nc1cc(C(C)(C)C)on1	-3	19	4	-5	6	0	7	1	-12
(more compounds)
SMILES	LYPLA1 inh	PREPL inhibitor	PAFAH2 inh	LYPLA2 counter	PAFAH1B3 inh	PAFAH1B2 inh	EBNA-1 inh	pPAFAH FP inh	ZTA counter
CCc1ccc(NC(=O)CSc2nc(=O)n(CCCN3CCOCC3)c3c2CCC3)cc1	1	17	4	-2	1	7	-3	0	7
CCSc1nnc(N)s1	-2	-6	-1	2	1	-3	3	5	-6
Cc1ccc(-n2c(CSc3nc(C)cc(C)n3)n[nH]c2=S)cc1	-1	18	x	-1	x	x	-1	-5	-6
O=C(NCCCn1ccnc1)C(=O)NCC1OCCCN1S(=O)(=O)c1ccccc1 (centres undefined)	2	-17	-10	2	0	-3	0	-7	-8
CCOc1ccc(C(=O)NC(Cc2ccccc2)C(=O)OC)cc1 (centres undefined)	2	-6	0	8	3	-3	8	0	-7
CC(=O)Nc1cccc(OCCCNS(=O)(=O)c2ccc(F)cc2)c1	-2	-5	9	4	5	5	0	9	13

Reprinted at random: three compounds from above, in no set order.
SMILES	LYPLA1 inh	PREPL inhibitor	PAFAH2 inh	LYPLA2 counter	PAFAH1B3 inh	PAFAH1B2 inh	EBNA-1 inh	pPAFAH FP inh	ZTA counter
Cc1ccc(-n2c(CSc3nc(C)cc(C)n3)n[nH]c2=S)cc1	-1	18	x	-1	x	x	-1	-5	-6
CCOc1ccc(C(=O)NC(Cc2ccccc2)C(=O)OC)cc1 (centres undefined)	2	-6	0	8	3	-3	8	0	-7
CCSc1nnc(N)s1	-2	-6	-1	2	1	-3	3	5	-6

This is a subset; count on the stated rates, not on these rows.
